GLP1R inv ag: inverse agonists of human GLP-1 receptor; AID 624417; Potency, µM (doses to about 38.3 µM), for the others: at the top dose activity change, negative = inhibition, actives largely listed as inhibitors; HEK293 GLP-1R CRE-luciferase, luminescence, 24 h; GLP-1R form is constitutively active; 410,000 compounds, 1.6% hits; note: potency is the fitted concentration of half-maximal effect; % is set by controls: 0 for no effect and ±100 for the full control effect; nearly all actives have a fitted effect of over 55% in size
Target sequence (P43220 whole entry, looked up): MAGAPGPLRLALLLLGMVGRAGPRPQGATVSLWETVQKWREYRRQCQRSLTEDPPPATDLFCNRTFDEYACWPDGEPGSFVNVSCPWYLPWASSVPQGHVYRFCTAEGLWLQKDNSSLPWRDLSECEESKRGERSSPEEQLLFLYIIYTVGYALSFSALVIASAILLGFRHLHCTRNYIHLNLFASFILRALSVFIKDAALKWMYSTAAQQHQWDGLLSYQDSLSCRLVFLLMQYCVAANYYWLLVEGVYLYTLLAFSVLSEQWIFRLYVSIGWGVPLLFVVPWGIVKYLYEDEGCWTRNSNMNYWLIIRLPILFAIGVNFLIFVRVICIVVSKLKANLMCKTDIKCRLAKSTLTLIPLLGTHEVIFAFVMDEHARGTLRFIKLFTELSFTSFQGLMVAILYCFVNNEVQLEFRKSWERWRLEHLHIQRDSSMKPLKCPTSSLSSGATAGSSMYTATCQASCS
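Cells are plated, allowed 12 hours at 37 deg C, then treated with compounds for 24 hr before luciferase detection reagent is added and luminescence is read after 12 min at room temperature. The HEK293 line carries constitutively active GLP-1R with a cAMP-responsive reporter.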
D3 ag: D3 dopamine receptor (human) agonism; P35462; D3R DiscoveRx beta-arrestin cells, luminescence, 90 min; max activation, %; 410,000 compounds, 0.58% hits; in the data active = max activation above about 30%; note: 0% is about no effect; mostly tested at two doses, the higher about 12 µM
Target sequence (P35462 whole entry, looked up): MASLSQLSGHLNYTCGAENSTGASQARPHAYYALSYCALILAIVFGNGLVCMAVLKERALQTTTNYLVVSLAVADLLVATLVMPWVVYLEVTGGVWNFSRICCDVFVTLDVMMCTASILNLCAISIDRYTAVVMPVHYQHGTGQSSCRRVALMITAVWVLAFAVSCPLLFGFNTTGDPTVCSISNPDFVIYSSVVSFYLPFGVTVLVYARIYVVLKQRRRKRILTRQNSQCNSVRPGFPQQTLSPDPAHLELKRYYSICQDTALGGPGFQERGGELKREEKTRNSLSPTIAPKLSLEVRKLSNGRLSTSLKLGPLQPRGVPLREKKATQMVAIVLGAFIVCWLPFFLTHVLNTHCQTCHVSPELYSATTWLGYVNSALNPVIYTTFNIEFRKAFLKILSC
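Agonist-mode cell screen: cells plated at 1500/well and incubated overnight at 37 °C, then exposed to library compounds for 90 min at 37 °C. Detection reagent was added for 30–60 min at room temperature, and luminescence was read.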
HEK293 tox: cytotoxicity counter-screen for GLP-1 receptor inverse agonists; 410,000 compounds, 0.13% hits; Potency, µM (top dose mostly 38.3 µM), without a hit: top-dose activity change, negative = inhibition, usual class: inhibitors; HEK293 cAMP-luciferase reporter cells, luminescence, 24 h;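 note: loss of luciferase light is scored as toxicity; potency is the fitted concentration of half-maximal effect; % is set by controls: 0 for no effect and ±100 for the full control effect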
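Luminescence readout: signal drop marks cytotoxicity. Plated cells grew 12 h at 37 °C, 5% CO2, received 23 nL compound for 24 h, then got luciferase reagent, read after 12 min at RT.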
Active calls of the source: *; u = inconclusive; [ ] = dose if it differs, or a comment. Unless noted, calls come from the whole dose curve; as a rule, active = well fitted curve in the direction sought with a large enough effect; inconclusive = small, poorly fitted or top-dose-only effect, or another doubt; inactive = no such curve, though single readings can be large; an effect the other way counts as inactive or inconclusive.

Under each structure – GLP1R inv ag | D3 ag | HEK293 tox
- Cc1c(Cl)cccc1NC(=O)CSc1cc(-c2ccccc2)ncn1
    2% | 18 | 13%
- CCOc1ccc(-c2nc(C#N)c(NCCCOC)o2)cc1
    25% | 2 | -10%
- CCN1C(C(=O)c2ccccc2)=C(OC(=O)C(C)C)c2ccccc2S1(=O)=O
    u | -26 | -22%
- COc1ccc2oc(=O)c(C(=O)Nc3cccc(C(=O)O)c3)cc2c1
    u | 3 | 3%
- O=C(NCc1ccc(Cl)cc1)C(=O)NCC(c1ccc2c(c1)OCO2)N1CCOCC1 (configuration not stated)
    3% | -6 | -1%
- COc1ccc(-c2nn(-c3ccc(C)c(Cl)c3)c3c2cnc2cc(OC)c(OC)cc23)cc1
    -7% | 2 | -1%
- COc1ccc(-c2cc3nc(-c4ccc(C)cc4)cc(C(F)(F)F)n3n2)cc1
    -2% | 5 | 11%
- Cc1ccccc1CCNC(=O)c1ccc(Cn2c(=O)c3cccn3c3cccnc32)cc1
    -16% | -7 | -21%
- COc1cccc(N2CCN(S(=O)(=O)c3ccc4c(c3)CCCN4C(C)=O)CC2)c1
    2% | 1 | -1%
- Fc1ccc(N2CCN(Cc3nnc(-c4ccccc4Cl)o3)CC2)cc1
    -10% | 2 | -4%
- CC1=C(C(=O)Nc2cccc(F)c2)C2(CCCCC2)OC1=O
    u | 9 | 13%
- Cc1c(C(=O)NCCc2ccc(S(N)(=O)=O)cc2)sc2nc3n(c(=O)c12)CCCC3
    6% | 6 | -8%
- CCOC(=O)c1c(C)oc2c(Cl)cc(NS(=O)(=O)c3ccc(Cl)c(C)c3)cc12
    -20% | -6 | -2%
- CC(C)C1N=C2c3ccccc3N=C(SCC(=O)NCc3ccccc3Cl)N2C1=O (configuration not stated)
    19% | -10 | 12%
- CCc1cccc(NC(=O)c2c(C)oc3nc(C)nc(N4CCCC4)c23)c1
    4% | 7 | 1%
- COc1ccc(CNC(=O)CCCc2nnc3n(CCC(C)C)c(=O)c4sccc4n23)cc1
    6% | -20 | -12%
- CC(C)(C)c1ccc(CSC2=Nc3ccccc3C3=NC(CC(=O)NCc4cccs4)C(=O)N23)cc1 (configuration not stated)
    10µM* | -16 | 13%
- C=Cc1ccc(Cn2c(C(=O)O)c(CNCCc3ccccc3)c3ccc(C)cc32)cc1
    u | 0 | u
- Cn1c(=O)c2c(-c3ccccc3)n3c(c2n(C)c1=O)C(c1ccc([N+](=O)[O-])cc1)Nc1ccccc1-3 (configuration not stated)
    10% | -11 | 1%
- Cc1ccc(C)c(S(=O)(=O)c2cn(C)c3cc(N4CCCCC4C)c(F)cc3c2=O)c1 (configuration not stated)
    u | -20 | -17%
- CC(C)(C)C(=O)NCC(c1ccc2c(c1)OCO2)N1CCOCC1 (configuration not stated)
    10% | -23 | 1%
- COc1ccc(-c2cc(C(=O)NCc3ccc(F)cc3)c3c(-c4ccc(F)cc4)[nH]nc3n2)cc1OC
    2% | 1 | 2%
- COCCNC(=O)c1cc(-c2cccc(Cl)c2)on1
    3% | 1 | 3%
- COc1cc(CN(C(=O)c2oc3ccccc3c2C)C2CCS(=O)(=O)C2)cc(OC)c1OC (configuration not stated)
    18% | 6 | 1%
- COc1ccc(NC(=O)c2c(-c3ccc(C)cc3)nnc3ccccc23)cc1Cl
    16% | 7 | 9%
- COCCCNC(=O)CSc1nc2c(sc3ccccc32)c(=O)n1CCCC(=O)NCCOC
    -2% | -12 | 2%
- O=C(CSc1nccn1C1CCCC1)Nc1cc(C(F)(F)F)ccc1Cl
    -25% | -10 | 2%
- CCOC(=O)CCCCN(Cc1ccccc1F)S(=O)(=O)c1ccc(F)c(C(=O)Nc2cc(Cl)cc(Cl)c2)c1
    u | -2 | 0%
- COC(=O)c1cc2oc3ccccc3c2n1Cc1nc(-c2ccc(Cl)cc2)oc1C
    3% | -23 | 20%
- Cc1ccc(CSC2=Nc3ccccc3C3=NC(CCC(=O)N4CCN(c5ccccc5)CC4)C(=O)N23)cc1 (configuration not stated)
    -18% | -7 | 11%

In the list so far, these have a CF3 group:
Under each structure – GLP1R inv ag | D3 ag | HEK293 tox
- COc1ccc(-c2cc3nc(-c4ccc(C)cc4)cc(C(F)(F)F)n3n2)cc1
    -2% | 5 | 11%
- O=C(CSc1nccn1C1CCCC1)Nc1cc(C(F)(F)F)ccc1Cl
    -25% | -10 | 2%

A few values from above:
C=Cc1ccc(Cn2c(C(=O)O)c(CNCCc3ccccc3)c3ccc(C)cc32)cc1 | D3 ag: 0
COc1cc(CN(C(=O)c2oc3ccccc3c2C)C2CCS(=O)(=O)C2)cc(OC)c1OC (configuration not stated) | D3 ag: 6

(listing goes on)
Under each structure – GLP1R inv ag | D3 ag | HEK293 tox
- CCOC(=O)c1c(NC(=O)c2cc3nc(-c4ccc(OC)cc4)cc(C(F)(F)F)n3n2)sc(C)c1C
    4% | -15 | 0%
- COc1ccc(-c2noc(CC(=O)Nc3cc(OC)ccc3OC)n2)cc1
    -2% | -7 | 4%
- N#Cc1c(C(F)(F)F)cc(-c2cccs2)nc1SCC(=O)Nc1ccccc1F
    11% | 4 | 24%
- Cc1cc(C)cc(NC(=O)c2sc3nc(-c4cc5ccccc5oc4=O)[nH]c(=O)c3c2C)c1
    9% | -13 | -3%
- CCCCn1cnc2cc(NCc3ccc(OCC)cc3)ccc21
    9% | -18 | -8%
- O=C(CSc1c2c(nc3cc(Cl)ccc13)CCCC2)N1CCN(c2ccccc2F)CC1
    u | 1 | -10%
- CC1=C(c2ccc(C(C)C)cc2)S(=O)(=O)NC1=NCc1ccccc1C
    -12% | -6 | -6%
- Cc1ccc(NC(=O)Nc2nnc(SCC(=O)N3CCCCC3)s2)cc1
    -21% | 6 | 0%
- Cc1ccc(N2CCN(C(=O)c3c(C)oc4nc(C)nc(N5CCCC5)c34)CC2)c(C)c1
    u | -1 | -4%
- COc1ccc(-n2ccnc(NCCc3ccc(S(N)(=O)=O)cc3)c2=O)cc1Cl
    -21% | 4 | -17%
- CCOc1ccc(NC(=O)CSc2c3c(nc4ccccc24)CCCC3)cc1
    0% | -1 | -14%
- Cc1ccc(-c2nn(C)c(=O)c3ccccc23)cc1S(=O)(=O)NCCCN(C)C
    13% | 0 | 1%
- COC(=O)c1sc(-c2ccccc2)cc1NC(=O)Nc1ccccc1Cl
    u | 0 | 6%
- CCCC(=O)Nc1ccc2nc(SCc3ccc(C)cc3)sc2c1
    -12% | 6 | 6%
- COc1ccc(NC(=O)CSC2=Nc3ccccc3C3=NC(CCC(=O)NCc4cccs4)C(=O)N23)cc1 (configuration not stated)
    u | 2 | 51%[activator]
- CCC(C)NC(=O)Cn1ccc2cc(S(=O)(=O)N3CCCCC3)ccc21 (configuration not stated)
    -10% | -7 | 13%
- Cc1ccc2c(=O)c(C(=O)c3cccc(Cl)c3)cn(CC(=O)Nc3ccc4c(c3)OCCO4)c2n1
    u | 3 | -27%
- CCOC(=O)c1[nH]c(C)c(CCC(=O)NCc2ccc(CC)cc2)c1C
    u | -24 | -18%
- CCCCN(CC)CCNC(=O)C1CCN(c2nnc(C)c3c(C)n(-c4ccc(C)cc4)nc23)CC1
    10µM* | -28 | u
- Cc1ccc(Cl)cc1NC(=O)/C(C#N)=C\c1cn(Cc2ccc(F)cc2)c2ccccc12
    -9% | 2 | 15%
- Cc1ccccc1-c1noc(-c2ccc(N3CCN(C)CC3)c([N+](=O)[O-])c2)n1
    u | -11 | 1%
- Cc1ccc(CNS(=O)(=O)c2ccc3c(c2)CCN3S(C)(=O)=O)cc1
    -1% | -4 | -15%
- CCOC(=O)c1c(-c2ccccc2)csc1NC(=O)c1cc(-c2cccc(Cl)c2)on1
    -1% | -7 | 0%
- N#Cc1ccccc1OCC(=O)N1CCN(c2ccccc2F)CC1
    0% | 5 | -6%
- Cc1c(CCC(=O)NCCc2ccccc2)c(=O)oc2cc(O)ccc12
    -15% | -7 | 116%[activator]
- Cc1ccc(NC(=O)c2ccc3oc(=O)c(S(=O)(=O)c4ccccc4)cc3c2)cc1C
    5% | -4 | 14%
- COC(=O)c1scc(-c2ccc(C)cc2)c1S(=O)(=O)Nc1cc(OC)c(OC)c(OC)c1
    -17% | 2 | -4%
- CCOc1ccccc1NC(=O)Cn1ccn(-c2ccccc2)c(=O)c1=O
    0% | 1 | -2%
- CCC(C(=O)Nc1cc(OC)cc(OC)c1)n1nc(-c2ccc(C)c(C)c2)ccc1=O (configuration not stated)
    u | -2 | 9%
- Cc1cccc(N2C(=O)C(CC(=O)Nc3ccc(F)cc3)N(C3CCCC3)C2=O)c1 (configuration not stated)
    u | -10 | -16%

(continued)
smiles	GLP1R inv ag	D3 ag	HEK293 tox
CN(C1CCCCC1)S(=O)(=O)c1ccc2c(c1)c(=O)c(C(=O)NCCc1ccccc1)cn2C	9%	9	-3%
Cc1ccc(-n2c(=O)c3c(cnn3C)n(CC(=O)Nc3cccc(Cl)c3)c2=O)cc1	u	-4	-26%
COc1ccc(Cc2nc3ccc(C(=O)NCc4cc(Br)ccc4OC)cc3o2)cc1	-27%	-20	0%
Cc1cccc(NC(=O)CCS(=O)(=O)c2cc(Br)cc3c2N(C(=O)C2CC2)CC3)c1C	18%	1	1%
CCCCOC(=O)c1ccc(OC(=O)c2sc3ncn(Cc4ccccc4Cl)c(=O)c3c2C)cc1	7%	5	4%
Cc1cccc(-n2c(C)cc(C(=O)C(=O)Nc3nncs3)c2C)c1	-13%	-3	2%
Cc1ccc(NC(=O)CSc2nnc(C)c(=O)[nH]2)cc1	1%	6	-2%
COc1ccc(C)cc1NC(=O)Cn1cc(S(=O)(=O)Cc2ccccc2Cl)c2ccccc21	u	2	-10%
CN(C)CCNC(=O)CN1N=C(c2ccccc2)CCC1=O	1%	-14	0%
Cc1cc(C)c(NC(=O)CCC(=O)N2Cc3ccccc3Oc3ncccc32)c(C)c1	0%	-13	1%
Cc1ccc(CNc2nccn(-c3cc(C)cc(C)c3)c2=O)cc1	u	-18	3%
COc1ccc(S(=O)(=O)c2c(SC)nn(CC(=O)Nc3ccc(C)c(Cl)c3)c2N)cc1	u	-13	-25%
CCN(C(=O)CSc1nc2ccccc2n1CC(=O)NCc1ccc(OC)cc1)c1ccccc1	u	-5	-21%
CCC(Cc1ccccc1)NC(=O)c1csc2c1CCCCC2 (configuration not stated)	12%	-13	-1%
COc1ccc(N(CC(=O)Nc2ccc(Cl)cc2C)S(=O)(=O)c2ccccc2)c(OC)c1	u	-3	0%
CCn1c(CN2CCOCC2)nc2cc(NC(=O)c3cc(OC)c(OC)c(OC)c3)ccc21	-4%	-9	-6%
COc1cccc(CNC(=O)CN2C(=O)CSc3c2c(C)nn3-c2ccccc2)c1	1%	5	1%
O=C(Cn1ccn(-c2ccc(F)c(F)c2)c(=O)c1=O)c1ccc(F)cc1	7%	-7	10%
CCOc1ccccc1-c1nc(-c2ccc(-c3ccccc3)nc2OCC)no1	-27%	5	1%
COc1cccc(N2CC(NC(=O)Cc3cccs3)CC2=O)c1 (configuration not stated)	3%	1	0%
CCN1CCN(CCCNC(=O)Cn2c(-c3cccs3)cc3ccccc32)CC1	-8%	-7	-6%
CC(=O)c1c(C)oc2ccc(N(C(=O)Oc3ccccc3)S(=O)(=O)c3ccc(Br)cc3)cc12	2%	7	12%
CCc1ccc(CNC(=O)CN2C(=O)C3CCCCN3c3ccc(C(=O)N4CCCC4)cc32)cc1 (configuration not stated)	2%	2	0%
Cc1oc2ccc(O)c(CN3CCN(C)CC3)c2c1C(=O)Nc1ccc(C(C)C)cc1	6%	-16	0%
Cc1cc(C)c2c(n1)nn1c(C)c(CCC(=O)NCc3ccc(Cl)cc3)c(C)nc21	13%	-4	13%

Complete entries from above.
CCc1ccc(CNC(=O)CN2C(=O)C3CCCCN3c3ccc(C(=O)N4CCCC4)cc32)cc1 (configuration not stated) reads GLP1R inv ag = 2%; D3 ag = 2; HEK293 tox = 0%
CC(=O)c1c(C)oc2ccc(N(C(=O)Oc3ccccc3)S(=O)(=O)c3ccc(Br)cc3)cc12 reads GLP1R inv ag = 2%; D3 ag = 7; HEK293 tox = 12%

Source: PubChem BioAssay (National Center for Advancing Translational Sciences (NCATS))

Not all compounds are listed (hit frequency here may not be typical).
